Bioassay records: PubChem BioAssay, National Center for Advancing Translational Sciences (NCATS)
Pin1 inhibitor – blocks the human prolyl isomerase Pin1; Q13526; hit rate 0.009% among 390,000; Potency, µM (series often up to 115 µM), for inactives: at the highest dose activity, negative = inhibition, actives largely listed as inhibitors; Pin1 FP peptide displacement, HiFluor488, 10 min; active means well fitted inhibition curve with a large enough effect in the polarisation, with a control signal flat, not every such curve was filed as active; inconclusive means small, poorly fitted or top-dose-only effect, or effect the other way, or a change in a side signal; inactive means no such curve, though single readings can be large or run the other way; the % refers to the polarisation; further: potency means the concentration at half of the fitted maximal effect; on the % scale 0 is the no-effect control and ±100 the full control effect
JMJD2A Tudor – inhibitors of human JMJD2A Tudor domain; AlphaScreen JMJD2A-Tudor / H3K4me3 peptide binding; Potency, µM (titrated, usually from 114 µM), inactives show top-dose activity change, negative = inhibition, hits mostly inhibitors; O75164; hit rate 4.4% among 390,000; further: potency means the concentration at half of the fitted maximal effect; on the % scale 0 is the no-effect control and ±100 the full control effect; nearly all actives have a fitted effect of over 50% in size
Target sequence (O75164 whole entry, looked up, the tested form may be a part): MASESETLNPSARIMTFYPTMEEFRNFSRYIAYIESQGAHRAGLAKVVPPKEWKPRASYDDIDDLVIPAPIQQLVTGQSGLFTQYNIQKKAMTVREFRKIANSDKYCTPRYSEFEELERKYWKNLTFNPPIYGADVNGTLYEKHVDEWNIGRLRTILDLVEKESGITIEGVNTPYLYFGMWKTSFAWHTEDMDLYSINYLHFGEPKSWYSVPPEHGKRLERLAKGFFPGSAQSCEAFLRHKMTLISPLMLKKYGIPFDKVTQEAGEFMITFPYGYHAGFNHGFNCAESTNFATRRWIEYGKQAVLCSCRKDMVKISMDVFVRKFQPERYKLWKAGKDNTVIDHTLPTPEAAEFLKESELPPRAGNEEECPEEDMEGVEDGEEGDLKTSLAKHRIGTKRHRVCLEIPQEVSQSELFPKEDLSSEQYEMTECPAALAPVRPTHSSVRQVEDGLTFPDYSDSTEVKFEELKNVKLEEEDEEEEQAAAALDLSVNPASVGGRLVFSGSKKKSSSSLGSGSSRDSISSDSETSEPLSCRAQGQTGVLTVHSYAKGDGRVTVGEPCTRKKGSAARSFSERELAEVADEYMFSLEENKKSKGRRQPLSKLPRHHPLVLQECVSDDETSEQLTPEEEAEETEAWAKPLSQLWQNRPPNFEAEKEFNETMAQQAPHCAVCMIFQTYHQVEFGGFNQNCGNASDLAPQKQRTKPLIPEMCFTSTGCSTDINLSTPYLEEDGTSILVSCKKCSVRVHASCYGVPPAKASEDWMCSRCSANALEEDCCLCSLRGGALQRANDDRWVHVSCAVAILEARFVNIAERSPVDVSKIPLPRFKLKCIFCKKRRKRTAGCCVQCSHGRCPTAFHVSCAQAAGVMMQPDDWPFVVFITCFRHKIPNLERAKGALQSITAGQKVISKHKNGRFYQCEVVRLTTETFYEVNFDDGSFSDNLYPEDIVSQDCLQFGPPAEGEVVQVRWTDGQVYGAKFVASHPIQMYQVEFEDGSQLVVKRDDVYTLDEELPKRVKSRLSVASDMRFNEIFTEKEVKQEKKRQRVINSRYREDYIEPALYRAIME
GLS inhibitor – blocks human kidney-isoform glutaminase activity; hit rate 0.21% among 410,000; Potency, µM (doses to about 45.5 µM), inactives show at the top dose activity change, negative = inhibition, hits mostly inhibitors; GLS enzymatic activity, qHTS titration; further: potency means the concentration at half of the fitted maximal effect; on the % scale 0 is the no-effect control and ±100 the full control effect
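Compounds were pin-transferred onto hKGA, after which L-glutamine (1 mM solution) and a detection mix of glutamate oxidase, HRP and Amplex Red were added. Initial and 30 min RT fluorescence reads were collected.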
PGK inhibitor – T. brucei PGK inhibition. hit rate 0.043% among 380,000. PGK/GAPDH coupled, Kinase-Glo luminescence, 60 min. P07378. Potency, µM (top dose mostly 57.5 µM), for inactives: at the highest dose activity change, negative = inhibition, usual class: inhibitors; further: potency means the concentration at half of the fitted maximal effect; on the % scale 0 is the no-effect control and ±100 the full control effect; nearly all actives have a fitted effect of over 60% in size
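Recombinant glycosomal PGK reaction used 1,3-bisphosphoglycerate generated in-well by GAPDH (100nM final) in 100mM TEA pH 7.6, 5mM MgCl2, 0.01% Tween-20. After 60 minutes at room temperature, ATP was read by Kinase-Glo Plus luminescence end-point.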
PI4K2A inh – blocks human PI4K2A kinase activity; Q9BTU6; purified PI4K2A, ADP-Glo luminescence, 1 h; active compounds read low; activity change, negative = inhibition, % at 76.9 µM; hit rate 0.13% among 420,000; AID 1346378; in the data active means activity change below about -50%; inconclusive means mostly about -30% to -49%;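 further: -100% = wells without enzyme as full effect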
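Compounds are screened against recombinant PI4K2A using PI as substrate and ATP, the latter dispensed at 300 microM. Reactions run one hour at ambient temperature before ADP-Glo detection; full inhibition defined by wells lacking enzyme.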
BAZ2B inh – blocks human BAZ2B. Q9UIF8. AlphaScreen BAZ2B-H3K14Ac peptide displacement. Potency, µM (doses to about 114 µM), inactives show at the highest dose activity change, negative = inhibition, most hits filed as inhibitors. hit rate 4.4% among 360,000; further: potency means the concentration at half of the fitted maximal effect; on the % scale 0 is the no-effect control and ±100 the full control effect; nearly all actives have a fitted effect of over 60% in size
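AlphaScreen luminescence quantifies BAZ2B engagement of H3K14Ac peptide; the protein and biotinylated peptide are both at 50 nM final, buffer PBS pH 7.4 with 0.01% Tween-20, all steps at room temperature.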
G9a inh – G9a (human) methyltransferase inhibition. Q96KQ7. G9a H3K9 monomethylation, AlphaScreen, 2 h. Potency, µM (highest dose often 102 µM), for the others: top-dose activity, negative = inhibition, usual class: inhibitors. hit rate 8.8% among 350,000. AID 504332; further: potency means the concentration at half of the fitted maximal effect; on the % scale 0 is the no-effect control and ±100 the full control effect; nearly all actives have a fitted effect of over 75% in size
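Compounds were preincubated with 20 nM G9a for 15 min, after which biotinylated H3K9 peptide (500 nM) and SAM (20 uM) started a 2 h room-temperature reaction. Monomethylated product was quantified by antibody-based AlphaScreen chemiluminescence.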
Pol eta inh – DNA polymerase eta (human) inhibition. recombinant Pol eta, fluorescent DNA replication assay. Potency, µM (highest dose often 114 µM), without a hit: top-dose activity change, negative = inhibition, actives largely listed as inhibitors. hit rate 1.2% among 390,000; further: potency means the concentration at half of the fitted maximal effect; on the % scale 0 is the no-effect control and ±100 the full control effect
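Fluorescent replication assay: 50 nM final substrate added after a 15 min room-temperature compound preincubation with 10 nM enzyme. Signal taken at 0 min and again at 10 min.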
HP1b chromo inh – HP1-beta chromodomain-methylated histone interaction inhibition; AlphaScreen HP1-beta / biotin-H3K9me3 peptide binding; AID 540317; P83916; hit rate 0.56% among 390,000; Potency, µM (titrated, usually from 114 µM), for the others: at the highest dose activity change, negative = inhibition, most hits filed as inhibitors; further: potency means the concentration at half of the fitted maximal effect; nearly all actives have a fitted effect of over 70% in size; inactives centre near 23
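AlphaScreen: HP1-beta (50 nM) preformed 30 min with biotin-H3(1-18)K9me3 peptide (50 nM) in PBS pH 7.4, 0.01% Tween-20. Compound added for 30 min at RT, then streptavidin donor/nickel chelate acceptor beads (10 ug/mL) for 30 min.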
Numbers without * were called inactive; i = inactive; ? = inconclusive; . = no result given; & = joins results of further samples; [ ] = another dose, or the depositor's remark. Unless noted, the call rests on the fitted dose curve; in most records, active means well fitted curve in the direction sought with a large enough effect; inconclusive means small, poorly fitted or top-dose-only effect, or another doubt; inactive means no such curve, though single readings can be large; an effect the other way counts as inactive or inconclusive.

The first four entries as a preview:
SMILES	Pin1 inhibitor	JMJD2A Tudor	GLS inhibitor	PGK inhibitor	PI4K2A inh	BAZ2B inh	G9a inh	Pol eta inh	HP1b chromo inh
CCOC(=O)C1CCCN(C(=O)CN2C(=O)/C(=C/c3ccc(OC)cc3)Oc3ccccc32)C1 (centres undefined)	20%	25%	-8%	-7%	-4	0%	20%[59 µM]	-25%	76%[activator]
COc1ccc(NC(=O)COC(=O)c2cnccn2)cc1Cl	-2%	-4%	10%	i	7	-6%	-5%[59 µM]	0%	37%
C=CCN1c2ccccc2C(=O)CS1(=O)=O	-3%	-7%	11%	7%	3	2%	-7%[2.33 µM]	-5%	26%
CC(CC(=O)NCCc1ccc(S(N)(=O)=O)cc1)c1ccccc1 (centres undefined)	-4%	-18%	-2%	-12%	-6	1%	.	-10%	-1%

The list itself, from the start:
SMILES	Pin1 inhibitor	JMJD2A Tudor	GLS inhibitor	PGK inhibitor	PI4K2A inh	BAZ2B inh	G9a inh	Pol eta inh	HP1b chromo inh
CCOC(=O)C1CCCN(C(=O)CN2C(=O)/C(=C/c3ccc(OC)cc3)Oc3ccccc32)C1 (centres undefined)	20%	25%	-8%	-7%	-4	0%	20%[59 µM]	-25%	76%[activator]
COc1ccc(NC(=O)COC(=O)c2cnccn2)cc1Cl	-2%	-4%	10%	i	7	-6%	-5%[59 µM]	0%	37%
C=CCN1c2ccccc2C(=O)CS1(=O)=O	-3%	-7%	11%	7%	3	2%	-7%[2.33 µM]	-5%	26%
CC(CC(=O)NCCc1ccc(S(N)(=O)=O)cc1)c1ccccc1 (centres undefined)	-4%	-18%	-2%	-12%	-6	1%	.	-10%	-1%
CC(C)(C)C(=O)/C(C#N)=C/c1ccc(O)cc1	-1%	-17%	-7%	-4%	6	0%	-43%	-21%	25%
CCn1c(=O)n(CC)c2cc(S(N)(=O)=O)c(C)cc21	1%	-6%	14%	.	-3	-1%	21%[12.7 µM]	-5%	28%
COCc1cc(=O)[nH]c(N2CCN(Cc3ccc4c(c3)OCO4)CC2)n1	-1%	-13%	0%	-2%	4	-4%	14%	-2%	15%
O=C(c1cccc(F)c1F)N1CCCc2ccccc21	18%	1%	-3%	0%	-5	28%	22%[0.501 µM]	3%	21%
COc1ccc(C2C(C(=O)NCCN(C)C)c3ccccc3C(=O)N2C)cc1OC (centres undefined)	-2%	2%	-2%	16%	8	12%	?	-8%	20%
FC(F)(F)c1ccc(C2[C@H]3CN(Cc4cccnc4)[C@H](c4ccccc4)C34CC2(c2ccccc2)C4)cc1 (some centres undefined)	41%[activator]	-22%	7%	-1%	0	-12%	0%[12.7 µM]	-26%	15%
CC1=C(C(=O)Nc2ccc(Cl)cc2)C(c2ccccc2C)n2ncc(C(=O)Nc3ccc(C)cc3)c2N1 (centres undefined)	12%	-28%	19%	-2%	-2	-11%	-33%[59 µM]	-17%	20%
Cc1ccc2c(c1)nnn2C1CCN(C(=O)Nc2ccccc2C)CC1	-4%	-5%	8%	3%	4	-2%	7%	-24%	28%
COc1ccc(-c2c(C#N)c(N)nc3c2CCc2ccccc2-3)cc1OC	?	16%	7%	i	-3	27%	9%[0.0925 µM]	-21%	157%[activator]
CC(C)c1cc(C(=O)NCCc2ccccc2)no1	-6%	4%	2%	0%	-5	2%	-9%	3%	43%[activator]
COc1ccc(OC)c(NC(=O)c2ccccc2OC(C)=O)c1	-2%&4%	-11%&-3%	-3%	-3%	6	.	.	-7%	27%
CCOC(=O)c1cc2c(n(-c3ccccc3)c1=O)CC(C)(C)CC2=O	6%	-4%	-3%	14%	-1	12%	6%[12.7 µM]	-12%	34%
CCCCCCCn1ccc(O)c(CC(=O)OC)c1=O	4%	10%	-14%	-13%	1	-1%	-2%	-10%	4%
COC(=O)c1sccc1NC(=O)c1cc(-c2cccc(C)c2)nc2ccccc12	-2%	-11%	15%	10%	11	11%	6%	-1%	18%
N#CC(c1ccccc1)N(CCCCl)C(=O)c1ccc(Br)cc1 (centres undefined)	?	33%	2%	9%	-3	7%	?	-21%	77%[activator]
Cc1cc(NC(=O)CSc2ccc(F)cc2)no1	0%	-4%	0%	1%	-2	-10%	16%[59 µM]	-6%	42%[activator]

One compound at a time (already shown). Order of screens: Pin1 inhibitor | JMJD2A Tudor | GLS inhibitor | PGK inhibitor | PI4K2A inh | BAZ2B inh | G9a inh | Pol eta inh | HP1b chromo inh
Entry for `COc1ccc(-c2c(C#N)c(N)nc3c2CCc2ccccc2-3)cc1OC` : ? | 16% | 7% | i | -3 | 27% | 9%[0.0925 µM] | -21% | 157%[activator]
Entry for `N#CC(c1ccccc1)N(CCCCl)C(=O)c1ccc(Br)cc1` (centres undefined) : ? | 33% | 2% | 9% | -3 | 7% | ? | -21% | 77%[activator]
Entry for `CCCCCCCn1ccc(O)c(CC(=O)OC)c1=O` : 4% | 10% | -14% | -13% | 1 | -1% | -2% | -10% | 4%
Entry for `Cc1ccc2c(c1)nnn2C1CCN(C(=O)Nc2ccccc2C)CC1` : -4% | -5% | 8% | 3% | 4 | -2% | 7% | -24% | 28%

New compounds follow.
SMILES	Pin1 inhibitor	JMJD2A Tudor	GLS inhibitor	PGK inhibitor	PI4K2A inh	BAZ2B inh	G9a inh	Pol eta inh	HP1b chromo inh
COc1ccc(C(=O)Nc2nc(-c3ccc([N+](=O)[O-])cc3)c(-c3ccc(OC)cc3)s2)cc1	?	-7%	6%	-10%	-4	4%	11%[59 µM]	?	9%
CCOC(=O)c1cc(C)sc1NC(=O)CN1CCN(C(=O)C2CCCO2)CC1 (centres undefined)	-1%	-5%	12%	-3%	-6	-6%	.	5%	27%
COc1ccc(NC(=O)C(c2ccccc2)N(C)C(=O)c2ccc(=O)[nH]c2)cc1 (centres undefined)	4%	-4%	-3%	2%	-2	6%	16%	-16%	27%
Cc1ccc2ccc(S(=O)(=O)NCc3ccco3)cc2c1	-5%	-21%	-17%	0%	-1	-18%	35µM*	-11%	4%
CCOc1ccccc1-c1nnc(SCC(=O)NC2CC2)n1CC	6%	-7%	1%	i	-1	-11%	9%	-14%	40%[activator]
Cc1nc2ccccn2c1C(=O)NC1CCCC1	0%	-13%	-10%	i	-3	-13%	5%	-17%	46%[activator]
Cc1cc(C)cc(NC(=O)[C@H](NC(=O)[C@@H]2Cc3ccccc3CN2)c2ccccc2)c1	-6%	-15%	-2%	i	0	-26%	79µM*	-4%	15%
O=C(CSc1nc(=O)[nH]c2c1CCCC2)NCc1ccc(F)cc1	1%	-3%	-9%	i	4	0%	3%[59 µM]	-25%	28%
CCN(CC)S(=O)(=O)c1ccc(N2CCCC2)c(NC(=O)CN2C(=O)NC3(CCCC3)C2=O)c1	0%	-24%	4%	5%	1	1%	-6%	-20%	12%
Cc1ccc(C(=O)Nc2nccs2)cc1	3%	-3%	4%	-11%	-6	-1%	7%	-20%	42%
Cc1ccc(S(=O)(=O)Oc2ccc(/C=C(/NC(=O)c3ccccc3)C(=O)O)cc2)cc1	.	-9%	7%	-2%	-3	-18%	7%	2%	20%
NNC(=O)c1csc(-c2ccccc2)n1	4%	-1%	-29%	-3%	2	-2%	14%	-16%	39%[activator]
CCCS(=O)(=O)NCc1ccc2c(c1)cc(C)n2C	?	-30%	-3%	-8%	-7	-18%	-4%[59 µM]	-10%	43%[activator]
CCC1Oc2ccc(C)cc2N(CC(=O)NC2CCCCC2)C1=O (centres undefined)	1%	-28%	-18%	1%	5	8%	6%	-9%	-1%
CC1CCCC(C)N1C(=O)CSc1nc2c(c(=O)n(C)c(=O)n2C)n1C (centres undefined)	0%	-15%	0%	-1%	0	-24%	3%	-13%	22%
CCCSc1nc2c(c(=O)[nH]c(=O)n2C)n1Cc1ccc(C)cc1	-6%	-13%	-5%	-9%	2	8%	6%	?	25%
Cc1ccc(C23CC4CC(CC(C(=O)N5CCN(C)CC5)(C4)C2)C3)cc1	14%	-24%	-2%	-5%	-1	-28%	?	-13%	28%
Cc1ccc(-c2nnn(CC(=O)N(c3cccc(F)c3)C(C(=O)NC(C)(C)C)c3ccco3)n2)o1 (centres undefined)	7%	-13%	-7%	7%	-24	-27%	50µM*	16%	27%
Cc1nc(-n2nc(C)c(CCC(C)C)c2C)sc1C(=O)Nc1ccc(Cl)cc1	-2%	4%	-6%	8%	-2	10%	-1%[59 µM]	-6%	59%[activator]
CCC(C)c1ccc(NC(=O)COC(=O)c2nc3nccc(C)n3n2)cc1 (centres undefined)	0%	1%	-7%	-4%	0	-10%	-10%	-26%	48%[activator]
Cc1c(C(=O)OCCOc2ccccc2)[nH]c2c1C(=O)CCC2	3%	-8%[57.1 µM]	-8%	-1%	0	6%	?	?	34%
O=C1C2CCCN2C(=O)N1CCCCN1CCN(c2cccc(C(F)(F)F)c2)CC1 (centres undefined)	1%	-17%	7%	-5%	-2	-5%	2%[0.501 µM]	6%	23%
COc1ccccc1NC(=O)C(C)NS(=O)(=O)c1ccccc1 (centres undefined)	-1%	-12%	2%	-2%	3	11%	-6%[12.7 µM]	6%	11%
COc1ccc(C2CC(=O)C3=C(C2)Nc2ccccc2N(C(=O)C2CC2)C3c2cccnc2)cc1OC (centres undefined)	5%	-15%	1%	i	3	0%	-32%[59 µM]	-15%	21%

This is a subset; count on the stated rates, not on these rows.
